Rac1 mut GTP – human Rac1 activated mutant GTP binding change; P63000; GST-Rac1 activated beads, fluorescent GTP binding, flow cytometry; actives lie on both sides; 100% means binding = to untreated wells; hit rate 0.11% among 190,000; percent activity (GTP binding), % at 10 µM;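 active means GTP binding at least 20 percentage points away from the 100% baseline, in either direction, so actives lie on both sides; inconclusive means Compound likely fluorescent itself, or too few beads counted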
Cdc42 wt GTP – changes GTP binding to wildtype human Cdc42. GST-Cdc42 beads, Bodipy-GTP binding, flow cytometry; actives lie on both sides. hit rate 0.2% among 190,000. percent activity (GTP binding), % at 10 µM;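 active means percent activity GTP binding at least 20 points away from the 100% baseline, either down as inhibitor or up as activator; inconclusive means compound flagged as likely green fluorescent from well-wide comparison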;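 further: median bead fluorescence of bound Bodipy-FL-GTP at 100 nM; 0% = excess unlabeled GTP control and 100% = no compound control; below 100% means less GTP binding so inhibitor and above means activator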
Target sequence (P60953 whole entry, looked up): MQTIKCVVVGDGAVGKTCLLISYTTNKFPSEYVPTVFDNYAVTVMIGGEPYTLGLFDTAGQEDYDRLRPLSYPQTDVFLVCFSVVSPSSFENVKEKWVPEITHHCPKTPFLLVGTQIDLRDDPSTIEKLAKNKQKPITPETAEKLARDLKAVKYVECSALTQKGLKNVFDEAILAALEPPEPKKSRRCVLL
ABCB1 inh – inhibitors of human ABCB1 transporter, ABCG2 counter-screen; inhibition, % at 6.6 µM; CCRF-Adr cells, JC-1 efflux, flow cytometry; hit rate 0.067% among 190,000; P08183; AID 1326; in the data active means inhibition above about 40%;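 further: 0% = vehicle and 100% = reference inhibitor; higher value means more JC-1 retained so stronger ABCB1 efflux block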
Rac1 wt GTP bind – modulators of human Rac1 wildtype GTP binding | P63000 | GST-Rac1 beads, fluorescent GTP binding, flow cytometry; actives lie on both sides; 0 = cold GTP competed, 100 = untreated | GTP binding activity (% of control), % at 10 µM | hit rate 0.27% among 190,000;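 active means GTP binding activity at least 20 points away from the 100% control level, either lower or higher; inconclusive means compound flagged as likely green fluorescent, judged across all proteins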
Pf gamet viab – P. falciparum stage V gametocyte viability inhibition. P. falciparum stage V gametocytes, ATP luminescence, 24 h. AID 743093. inhibition, % at 10.9 µM. hit rate 0.065% among 150,000;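 active means inhibition above the mean plus 3 SD of compounds within the control limits, set per campaign, cut at about 38% in these data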;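 further: 0% = DMSO wells and 100% = medium only without gametocytes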
ABCG2 inh – inhibitors of human ABCG2 transporter, ABCB1 counter-screen | Q9UNQ0 | IgMXP3 cells, JC-1 efflux, flow cytometry | hit rate 0.1% among 190,000 | inhibition, % at 6.6 µM;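 active means inhibition above 80%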;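 further: 0% = DMSO and 100% = nicardipine control wells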
Target sequence (Q9UNQ0 whole entry, looked up): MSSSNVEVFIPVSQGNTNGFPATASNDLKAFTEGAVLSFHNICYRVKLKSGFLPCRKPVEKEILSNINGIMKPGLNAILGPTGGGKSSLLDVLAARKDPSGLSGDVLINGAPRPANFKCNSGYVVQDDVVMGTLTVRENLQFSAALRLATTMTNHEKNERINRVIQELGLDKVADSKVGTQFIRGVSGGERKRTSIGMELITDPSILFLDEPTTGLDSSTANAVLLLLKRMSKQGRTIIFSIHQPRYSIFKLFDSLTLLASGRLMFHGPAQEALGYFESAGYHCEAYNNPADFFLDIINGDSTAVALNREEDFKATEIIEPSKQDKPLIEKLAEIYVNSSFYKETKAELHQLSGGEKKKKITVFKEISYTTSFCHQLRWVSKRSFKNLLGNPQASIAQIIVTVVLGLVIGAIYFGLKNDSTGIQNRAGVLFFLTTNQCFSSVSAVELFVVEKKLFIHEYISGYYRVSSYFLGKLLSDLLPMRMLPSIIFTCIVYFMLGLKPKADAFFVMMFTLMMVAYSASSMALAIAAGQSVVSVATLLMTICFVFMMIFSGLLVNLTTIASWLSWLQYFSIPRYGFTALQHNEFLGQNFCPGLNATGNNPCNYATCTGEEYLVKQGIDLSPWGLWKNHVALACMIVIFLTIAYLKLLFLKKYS
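Incubation: cells with compound and JC-1, 10 min at 25 °C, rotating, no wash / Test system: IgMXP3 (ABCG2) plus far-red-tagged CCRF-Adr (ABCB1) cells / Compound dosing: one concentration, 6.6 µM final / Also added: JC-1 fluorescent substrate / Evaluation: efflux inhibition in percent versus controls / Detection: flow cytometry, 530 nm JC-1 signal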
Rab7 wt GTP bind – modulators of GTP binding to dog Rab7 wildtype GTPase; AID 758; GST-Rab7 beads, fluorescent GTP binding, flow cytometry; actives lie on both sides; untreated = 100%, excess cold GTP = 0%; GTP binding activity (percent of control), % at 10 µM; hit rate 0.055% among 190,000;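 active means fluorescent GTP binding to Rab7 beads changed by at least 20 points from the 100% baseline, either direction, mostly lower; inconclusive means compound itself probably fluorescent, or too few beads counted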;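 further: median green fluorescence of bound Bodipy-FL-GTP per Rab7 bead population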
GSH bead fluor – GSH bead compound fluorescence profile; GSH beads flow cytometry, compound fluorescence 488/530 nm; stronger effect = higher value; fluorescence (KMESF) at 10 µM; hit rate 0.25% among 190,000; in the data active means fluorescence above about 89;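 further: glutathione beads carrying GST-tagged Bcl family fusion proteins plus one bare bead set; values are compound well signal with DMSO vehicle wells as background; inactives centre near 16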
Avidin bead fluor – avidin bead compound fluorescence profile; fluorescence (KMESF) at 10 µM; Avidin beads, compound fluorescence 488/530 nm, flow cytometry; stronger effect = higher value; hit rate 0.38% among 220,000; AID 1775; in the data active means fluorescence above about 47; further: inactives centre near 10
Rab2A wt mod – changes GTP binding to wildtype dog Rab2A, up or down; P61105; GST-Rab2 wt beads, Bodipy-GTP binding, flow cytometry; GTP binding activity, % at 10 µM; hit rate 0.19% among 190,000; AID 760;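 active means GTP binding activity at least 20 points away from 100%, either lowered or raised; inconclusive means signal likely due to the compound's own green fluorescence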;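 further: 0% = beads with excess unlabeled GTP and 100% = no-compound control corrected for plate trend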
HRas wt GTP – changes GTP binding to wildtype human HRas; GST-Ras wt beads, Bodipy-FL-GTP binding, flow cytometry; actives lie on both sides; GTP binding activity, % at 10 µM; hit rate 0.14% among 190,000;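 active means GTP binding activity at least 20% away from the 100% baseline, either lowered as inhibitor or raised as activator; inconclusive means flagged as likely green fluorescent, judged across all proteins in the well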;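 further: 0% = unlabeled GTP competition control and 100% = no-compound control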
Target sequence (P01112 whole entry, looked up): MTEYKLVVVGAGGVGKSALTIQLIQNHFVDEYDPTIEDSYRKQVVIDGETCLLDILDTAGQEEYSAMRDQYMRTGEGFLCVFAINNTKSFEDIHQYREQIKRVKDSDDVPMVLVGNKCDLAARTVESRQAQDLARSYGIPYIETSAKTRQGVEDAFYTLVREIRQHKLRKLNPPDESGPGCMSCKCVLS
* marks the source's active call; other numbers are inactive results.

O=C(Cc1ccccc1)N1CCN(Cc2c[nH]c3ccccc23)CC1 was read as Rac1 mut GTP 101, Cdc42 wt GTP 101, ABCB1 inh 0.7, Rac1 wt GTP bind 106, Pf gamet viab 7, ABCG2 inh 1, Rab7 wt GTP bind 101, GSH bead fluor 5, Avidin bead fluor 11, Rab2A wt mod 99 and HRas wt GTP 99.
Screening CC(C)n1nnnc1CN1CCN(C)CC1 returned Rac1 mut GTP 101, Cdc42 wt GTP 105, ABCB1 inh -0.1, Rac1 wt GTP bind 108, Pf gamet viab -38, ABCG2 inh 0, Rab7 wt GTP bind 101, GSH bead fluor 18, Avidin bead fluor 29, Rab2A wt mod 101 and HRas wt GTP 102.
CC(=O)N1CCN(CC(=O)Nc2ccc(C#N)c(Cl)c2)CC1 was read as Rac1 mut GTP 95, Cdc42 wt GTP 97, ABCB1 inh 2.9, Rac1 wt GTP bind 99, ABCG2 inh 8, Rab7 wt GTP bind 103, GSH bead fluor 12, Avidin bead fluor 11, Rab2A wt mod 98 and HRas wt GTP 100.
Screening C=CCn1c(O)c(C(C)=NCc2cc(OC)cc(OC)c2)c(=O)[nH]c1=O returned Rac1 mut GTP 98, Cdc42 wt GTP 98, ABCB1 inh 0.3, Rac1 wt GTP bind 108, ABCG2 inh 3, Rab7 wt GTP bind 96, GSH bead fluor 55, Avidin bead fluor 12, Rab2A wt mod 99 and HRas wt GTP 101.
For O=C1NC(=O)N(C2CCCCC2)C(=O)C1C1c2ccccc2C(=O)N1Cc1ccccc1 (stereo unspecified) the results were Rac1 mut GTP 98, Cdc42 wt GTP 98, ABCB1 inh 1.4, Rac1 wt GTP bind 101, ABCG2 inh 6, Rab7 wt GTP bind 97, GSH bead fluor 46, Avidin bead fluor 7, Rab2A wt mod 97 and HRas wt GTP 98.
For COc1cccc(NC(=O)N2CCC3(CC2)OCCO3)c1 the results were Rac1 mut GTP 97, Cdc42 wt GTP 100, ABCB1 inh -0.4, Rac1 wt GTP bind 104, ABCG2 inh 0, Rab7 wt GTP bind 97, GSH bead fluor 11, Avidin bead fluor 5, Rab2A wt mod 99 and HRas wt GTP 99.
CC(C)Oc1ccc(C2(C#N)CC[N+](C)(C)CC2)cc1 was read as Rac1 mut GTP 103, Cdc42 wt GTP 109, ABCB1 inh -0.2, Rac1 wt GTP bind 107, Pf gamet viab 19, ABCG2 inh -3, Rab7 wt GTP bind 99, GSH bead fluor 22, Avidin bead fluor 14, Rab2A wt mod 103 and HRas wt GTP 105.
Screening Cc1ccc(CN2C(=O)CN=C(c3ccccc3)c3ccccc32)cc1 returned Rac1 mut GTP 101, Cdc42 wt GTP 98, ABCB1 inh 2.4, Rac1 wt GTP bind 106, Pf gamet viab -4, ABCG2 inh 21, Rab7 wt GTP bind 100, GSH bead fluor 3, Avidin bead fluor 12, Rab2A wt mod 98 and HRas wt GTP 100.
Fc1ccc(CCNCc2ccccc2Cl)cc1 was read as Rac1 mut GTP 102, Cdc42 wt GTP 106, ABCB1 inh 0.4, Rac1 wt GTP bind 107, ABCG2 inh -3, Rab7 wt GTP bind 101, GSH bead fluor 35, Avidin bead fluor 13, Rab2A wt mod 103 and HRas wt GTP 103.
For CCOC(=O)c1c(C)n(COCCO)c2ccc(O)cc12 the results were Rac1 mut GTP 94, Cdc42 wt GTP 94, ABCB1 inh 0.3, Rac1 wt GTP bind 98, Pf gamet viab -10, ABCG2 inh 1, Rab7 wt GTP bind 93, GSH bead fluor 48, Avidin bead fluor 3, Rab2A wt mod 97 and HRas wt GTP 97.
`Cc1cccc(C2=NCC(=O)N(CC(=O)NCc3ccco3)c3sc4c(c32)CCCC4)c1` gave Rac1 mut GTP 98, Cdc42 wt GTP 98, ABCB1 inh 1.0, Rac1 wt GTP bind 97, ABCG2 inh 3, Rab7 wt GTP bind 97, GSH bead fluor 12, Avidin bead fluor 15, Rab2A wt mod 96 and HRas wt GTP 98.
Screening CCCC/C(=N\O)c1c[nH]c2ccccc12 returned Rac1 mut GTP 91, Cdc42 wt GTP 94, ABCB1 inh 0.3, Rac1 wt GTP bind 95, ABCG2 inh 2, Rab7 wt GTP bind 99, GSH bead fluor 54, Avidin bead fluor 8, Rab2A wt mod 92 and HRas wt GTP 96.
Screening Cc1cc(/C=C2\C(=O)NC(=O)N(Cc3ccco3)C2=O)c(C)n1-c1ccc(O)cc1 returned Rac1 mut GTP 92, Cdc42 wt GTP 93, ABCB1 inh -0.2, Rac1 wt GTP bind 96, Pf gamet viab 14, ABCG2 inh 7, Rab7 wt GTP bind 101, GSH bead fluor 9, Avidin bead fluor 7, Rab2A wt mod 96 and HRas wt GTP 97.
Screening CCOC(=O)C1=C(N)Oc2ccccc2C12C(=O)N(CC(=O)OC)C(CC(=O)OC)=C2C(=O)OC (stereo unspecified) returned Rac1 mut GTP 94, Cdc42 wt GTP 98, ABCB1 inh 0.6, Rac1 wt GTP bind 96, ABCG2 inh 2, Rab7 wt GTP bind 92, GSH bead fluor 13, Avidin bead fluor 34, Rab2A wt mod 94 and HRas wt GTP 98.
`Cc1csc(=N)n1Cc1ccccc1` gave Rac1 mut GTP 98, Cdc42 wt GTP 102, ABCB1 inh 0.1, Rac1 wt GTP bind 101, Pf gamet viab -3, ABCG2 inh 1, Rab7 wt GTP bind 103, GSH bead fluor 14, Avidin bead fluor 7, Rab2A wt mod 101 and HRas wt GTP 101.
NS(=O)(=O)c1cccc(N2CCNCC2)c1 was read as Rac1 mut GTP inconclusive, Cdc42 wt GTP inconclusive, ABCB1 inh -0.1, Rac1 wt GTP bind inconclusive, Pf gamet viab 16, ABCG2 inh 0, Rab7 wt GTP bind inconclusive, GSH bead fluor 16, Avidin bead fluor 6, Rab2A wt mod inconclusive and HRas wt GTP inconclusive.
For CNc1cc(Cl)c2nonc2c1[N+](=O)[O-] the results were Rac1 mut GTP 83, Cdc42 wt GTP 82, ABCB1 inh -0.3, Rac1 wt GTP bind 91, ABCG2 inh 10, Rab7 wt GTP bind 92, GSH bead fluor 12, Avidin bead fluor 10, Rab2A wt mod 87 and HRas wt GTP 88.
For C=CCn1c(O)c(C(C)=NCCC(c2ccccc2)c2ccccc2)c(=O)[nH]c1=O the results were Rac1 mut GTP 100, Cdc42 wt GTP 98, ABCB1 inh 0.8, Rac1 wt GTP bind 100, Pf gamet viab -39, ABCG2 inh 3, Rab7 wt GTP bind 97, GSH bead fluor 18, Avidin bead fluor 13, Rab2A wt mod 98 and HRas wt GTP 99.
COc1ccc(C(c2c(O)c3ccccc3oc2=O)c2c(C)n(C)n(-c3ccccc3)c2=O)cc1 (stereo unspecified) was read as Rac1 mut GTP 95, Cdc42 wt GTP 98, ABCB1 inh 0.7, Rac1 wt GTP bind 100, Pf gamet viab -5, ABCG2 inh 4, Rab7 wt GTP bind 96, GSH bead fluor 23, Avidin bead fluor 13, Rab2A wt mod 96 and HRas wt GTP 97.
For CN1C(=O)N(C)C(=O)C(CCc2ccncc2)(CCc2ccncc2)C1=O the results were Rac1 mut GTP 93, Cdc42 wt GTP 97, ABCB1 inh 0.2, Rac1 wt GTP bind 100, Pf gamet viab 7, ABCG2 inh 0, Rab7 wt GTP bind 97, GSH bead fluor 8, Avidin bead fluor 9, Rab2A wt mod 98 and HRas wt GTP 97.
Screening COC(=O)c1ccc(CN2CCN(Cc3ccccc3)CC2)cc1 returned Rac1 mut GTP 96, Cdc42 wt GTP 105, ABCB1 inh 0.7, Rac1 wt GTP bind 96, Pf gamet viab 1, ABCG2 inh 4, Rab7 wt GTP bind 96, GSH bead fluor 11, Avidin bead fluor 27, Rab2A wt mod 98 and HRas wt GTP 104.
Screening CN[C@H]1C[C@H]2O[C@@](C)([C@H]1OC)n1c3ccccc3c3c4c(c5c6ccccc6n2c5c31)C(=O)NC4 returned Rac1 mut GTP 98, Cdc42 wt GTP 100, ABCB1 inh 2.3, Rac1 wt GTP bind 96, ABCG2 inh -1, Rab7 wt GTP bind 101, GSH bead fluor 15, Rab2A wt mod 96 and HRas wt GTP 97.
`CC1(C)OC(c2ccccc2)=C/C(=C/C=C2C(=O)NC(=O)NC2=O)O1` gave Rac1 mut GTP 94, Cdc42 wt GTP 94, ABCB1 inh 0.0, Rac1 wt GTP bind 95, Pf gamet viab -6, ABCG2 inh 3, Rab7 wt GTP bind 95, GSH bead fluor 12, Avidin bead fluor 10, Rab2A wt mod 96 and HRas wt GTP 93.
`Cc1ccccc1-n1c(-c2ccco2)nc2ccccc2c1=O` gave Rac1 mut GTP 100, Cdc42 wt GTP 103, ABCB1 inh 0.6, Rac1 wt GTP bind 104, ABCG2 inh 0, Rab7 wt GTP bind 97, GSH bead fluor 62, Avidin bead fluor 9, Rab2A wt mod 100 and HRas wt GTP 102.
`Cc1c(C(=O)N2CCC3(CC2)OCCO3)oc2ccccc12` gave Rac1 mut GTP 97, Cdc42 wt GTP 100, ABCB1 inh 1.5, Rac1 wt GTP bind 97, ABCG2 inh 5, Rab7 wt GTP bind 97, GSH bead fluor 35, Avidin bead fluor 12, Rab2A wt mod 98 and HRas wt GTP 99.
O=C(CNC(=O)c1ccc(Cl)cc1)Nc1ccc(Br)cc1C(=O)c1ccccc1 was read as Rac1 mut GTP 101, Cdc42 wt GTP 100, ABCB1 inh -0.7, Rac1 wt GTP bind 108, Pf gamet viab 16, ABCG2 inh -2, Rab7 wt GTP bind 96, GSH bead fluor 19, Avidin bead fluor 4, Rab2A wt mod 97 and HRas wt GTP 99.
`C=CC1CN2CCC1CC2c1[nH]c2ccccc2c1CCO` (stereo unspecified) gave Rac1 mut GTP 104, Cdc42 wt GTP 103, ABCB1 inh -0.2, Rac1 wt GTP bind 109, Pf gamet viab 7, ABCG2 inh -2, Rab7 wt GTP bind 107, GSH bead fluor 6, Avidin bead fluor 3, Rab2A wt mod 101 and HRas wt GTP 104.
For O=C1C2CCCN2C(c2cccs2)N1c1ccccn1 (stereo unspecified) the results were Rac1 mut GTP 98, Cdc42 wt GTP 101, ABCB1 inh 0.0, Rac1 wt GTP bind 104, Pf gamet viab 14, ABCG2 inh 2, Rab7 wt GTP bind 99, GSH bead fluor 32, Avidin bead fluor 13, Rab2A wt mod 99 and HRas wt GTP 97.

Bioassay records deposited in PubChem by several laboratories.

Only part of the results is shown; count on the stated rates, not on these rows.
